# Screening results from PubChem BioAssay.
# GPT2 inh = blocks human glutamate pyruvate transaminase 2; Q8TD30; Recombinant GPT2, coupled pyruvate oxidase/HRP Amplex Red fluorescence; AID 1671188; actives 0.25% (n = 100,000); Potency, µM (titrated, usually from 57.7 µM), inactives show at the top dose activity change, negative = inhibition, hits mostly inhibitors; also: potency is read from the fitted curve at half-maximal effect; nearly all actives have a fitted effect of over 60% in size; many of its hits are not listed in these tables
# Target sequence (Q8TD30 whole entry, looked up): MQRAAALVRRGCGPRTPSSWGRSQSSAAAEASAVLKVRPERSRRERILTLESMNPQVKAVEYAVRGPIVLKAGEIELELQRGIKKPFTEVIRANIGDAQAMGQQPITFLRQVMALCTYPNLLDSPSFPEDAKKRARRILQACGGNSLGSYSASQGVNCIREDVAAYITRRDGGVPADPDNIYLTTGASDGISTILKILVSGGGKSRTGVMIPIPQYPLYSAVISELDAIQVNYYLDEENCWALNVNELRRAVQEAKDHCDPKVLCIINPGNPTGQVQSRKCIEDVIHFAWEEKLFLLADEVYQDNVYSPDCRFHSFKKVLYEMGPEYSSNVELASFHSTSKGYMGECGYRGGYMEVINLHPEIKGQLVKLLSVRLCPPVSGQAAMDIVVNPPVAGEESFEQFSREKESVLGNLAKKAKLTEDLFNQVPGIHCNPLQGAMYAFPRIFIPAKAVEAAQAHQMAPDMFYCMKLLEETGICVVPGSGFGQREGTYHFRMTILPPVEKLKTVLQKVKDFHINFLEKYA
#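 Fluorescence of coupled pyruvate oxidase/HRP/Amplex Red system (50uM Amplex, 30 min, dark) reports pyruvate formed by GPT2. Enzyme reaction: 10ng/uL GPT2, 2mM L-alanine, 250uM a-KG, 30 min room temperature, pH 7.5; 50uM AOA control.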
# IP6K1 inhibitor = IP6K1 kinase inhibition | IP6K1 kinase, ADP-Glo luminescence, 2 h; stronger effect = lower value | actives 0.81% (n = 140,000) | activity change, % (series mostly up to about 58 µM); in the data active = activity change below about -25%
#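 ADP-Glo luminescence measures ADP made by human IP6K1 during a 2 h RT reaction with ATP/IP6 (mix at 1.3 mM/130 uM); top library doses 57.5 and 19.1 uM final.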
# HEK cytotox = kills HEK 293 cells; HEK 293 viability, ATP luminescence (CellTiter-Glo), 48-72 h; Potency, µM (highest dose often 115 µM), inactives show at the highest dose activity change, negative = cytotoxicity, most hits filed as inhibitors; actives 6.6% (n = 94,000); AID 1345083; also: potency is read from the fitted curve at half-maximal effect; nearly all actives have a fitted effect of over 60% in size
#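 Read-out: CellTiter-Glo ATP luminescence. Cells: HEK 293, 250 cells/well. Exposure: 48 or 72 hr, 37 degree Celsius.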
# 3T3 cytotox = kills NIH 3T3 cells | NIH 3T3 viability, CellTiter-Glo ATP luminescence, 48-72 h | Potency, µM (series often up to 96.7 µM), inactives show at the highest dose activity change, negative = cytotoxicity, hits mostly inhibitors | actives 4.3% (n = 94,000); also: potency is read from the fitted curve at half-maximal effect; nearly all actives have a fitted effect of over 55% in size
#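 First NIH 3T3 cells are plated at 400 cells/well; next compound is pinned in; then plates incubate 48 or 72 hr at 37 °C; finally CellTiter-Glo is added and luminescence read after 10 min.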
# Luciferase inh = blocks purified firefly luciferase enzyme activity; P08659; purified P. pyralis luciferase, luminescence, biochemical; Potency, µM (series often up to 115 µM), without a hit: top-dose activity change, negative = inhibition, most hits filed as inhibitors; actives 2.5% (n = 76,000); also: potency is read from the fitted curve at half-maximal effect; nearly all actives have a fitted effect of over 65% in size
# Target sequence (P08659 whole entry, looked up): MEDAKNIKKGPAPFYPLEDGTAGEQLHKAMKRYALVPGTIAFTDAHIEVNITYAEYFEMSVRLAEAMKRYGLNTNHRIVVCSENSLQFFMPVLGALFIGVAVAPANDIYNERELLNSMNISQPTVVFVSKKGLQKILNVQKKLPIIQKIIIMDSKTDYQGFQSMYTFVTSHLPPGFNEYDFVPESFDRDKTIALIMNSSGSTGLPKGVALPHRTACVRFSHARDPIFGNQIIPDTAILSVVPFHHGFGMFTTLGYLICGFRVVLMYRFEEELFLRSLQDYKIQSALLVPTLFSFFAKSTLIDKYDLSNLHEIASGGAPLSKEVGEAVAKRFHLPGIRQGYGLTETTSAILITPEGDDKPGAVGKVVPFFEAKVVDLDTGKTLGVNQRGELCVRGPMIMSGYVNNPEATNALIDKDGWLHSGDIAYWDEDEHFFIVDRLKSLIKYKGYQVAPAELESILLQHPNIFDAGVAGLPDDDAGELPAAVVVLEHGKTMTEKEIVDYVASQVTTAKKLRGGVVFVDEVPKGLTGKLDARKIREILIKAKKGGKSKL
#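 Purified 10nM P. pyralis luciferase with 10uM D-luciferin and 10uM ATP in 50mM Tris acetate pH 7.5, 10mM Mg acetate, 0.01% Tween-20, 0.05% BSA. qHTS titration; luminescence read by CCD imager.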
# SNCA expr inhib = SNCA gene expression inhibition; actives 0.17% (n = 140,000); Potency, µM (doses to about 57.2 µM), for inactives: top-dose activity change, negative = inhibition, actives largely listed as inhibitors; HEK-293 SNCA-luciferase knock-in, luminescence, 24 h;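 also: potency is read from the fitted curve at half-maximal effect; plate controls were DMSO cells for no effect and cell-free wells for full effect; nearly all actives have a fitted effect of over 45% in size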
# SNCA viab count = reduces viability of HEK-293 SNCA reporter cells | HEK-293-SNCA-luc viability, GF-AFC fluorescence, 24 h | Potency, µM (top dose mostly 57.1 µM), for inactives: top-dose activity change, negative = cytotoxicity, usual class: cytotoxic | actives 0.12% (n = 150,000) | AID 1671193;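 also: potency is read from the fitted curve at half-maximal effect; 0% = DMSO-treated cells and -100% = medium-only wells without cells; nearly all actives have a fitted effect of over 30% in size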
#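 HEK-293-SNCA-luc cells (1500/well) plated 24 h, then exposed 24 h to a dilution series; GF-AFC added 30 min at 37C, fluorescence 405/540 nm; normalised to medium-only and DMSO wells, Hill fit.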
# Numbers without * were called inactive; i = inactive; ? = inconclusive; . = no result given; [ ] = another dose, or the depositor's remark. Unless noted, calls follow the shape of the dose curve; as a rule, active = well fitted curve in the direction sought with a large enough effect; inconclusive = small, poorly fitted or top-dose-only effect, or another doubt; inactive = no such curve, though single readings can be large; an effect the other way counts as inactive or inconclusive. Unless noted, % is scaled to controls: 0 for no effect and ±100 for the full control effect. The list is partial. The share of hits here may be higher or lower than overall.
# Value order – GPT2 inh	IP6K1 inhibitor	HEK cytotox	3T3 cytotox	Luciferase inh	SNCA expr inhib	SNCA viab count
COc1ccc(-c2noc(CCC(=O)Nc3ccc(C(F)(F)F)cc3)n2)cc1
→ .	5.8	.	.	.	16.7%	-6.5%
CCc1nc2c(c(-c3ccc(Cl)cc3)n1)CN(C(=O)c1ccccc1F)CC2
→ ?	21.2	-35.8%	?	-6.8%	35.0%[activator]	7.5%
CN(Cc1cccc(C(F)(F)F)c1)C(=O)c1ccccc1
→ i	4.2	?	?	?	110.6%[activator][87.6 µM]	4.1%[87.6 µM]
CCCCOc1ccc(C(=O)N(Cc2nc(-c3ccc(Cl)cc3)no2)C(C)C)cc1
→ .	-7.6	.	.	.	15.5%	?
Cn1nc(-c2ccncc2)cc1NC(=O)c1cccc(Cl)c1
→ i	-0.2	?	?	.	-19.7%[87.6 µM]	-5.2%[87.6 µM]
COCCNC(=O)[C@@H]1C[C@@H](O)CN1C1CCN(C(=O)C2CCCC2)CC1
→ 4.0%	3.2	-2.0%	-7.1%	-3.2%	-9.2%	6.4%
COc1cc2c(cc1NC(=O)COc1ccc(Br)cc1)oc1ccccc12
→ .	-17.1	.	.	.	79.4%[activator]	-0.9%
CCCOc1ccc(CNC(=O)c2cc3oc4ccccc4c3n2C)cc1
→ .	3.7	.	.	.	-11.5%	-2.9%
CCOc1ccc(NC(=O)Cn2cnc3sc(C)c(S(=O)(=O)N4CCN(c5ccccc5OC)CC4)c3c2=O)cc1
→ .	7.0	.	.	.	1.9%	-2.0%
Cc1nc2nc(SCC(=O)NCCc3ccccc3)nn2c(C)c1Cc1c(F)cccc1Cl
→ .	8.8	.	.	.	7.3%	-1.4%
O=C(NCC1CN(C(=O)Cc2cccc(OC(F)(F)F)c2)CC12CN(c1ccccc1)C2)Nc1ccccc1 (stereo not given)
→ -0.4%	2.9	?	?	-3.6%	?	?
O=C(NCc1ccccc1)c1ccccc1OC1CN(Cc2cccc(F)c2)C1
→ i	14.4	28.2µM*	?	2.3%	?	?
COc1ccc(CCNC(=O)c2nn(-c3ccc(C)cc3)c(=O)c3c2c2ccccc2n3C)cc1OC
→ .	18.6	.	.	.	4.6%	-1.8%
O=C(NCc1ccccc1)N1CCC(N2CC(OCC3CC3)C23CCOCC3)CC1 (stereo not given)
→ i	2.3	i	i	6.3%	26.0%	0.1%
c1ccc2c(c1)cnn2CCCn1ccnc1-c1cc2n(n1)CCCNC2
→ 0.6%	5.7	3.0%	3.3%	0.3%	-7.9%	-13.3%
O=C(Nc1cccc(-c2nnc3n2CCCC3)c1)c1ccsc1
→ i	-7.1	-14.9%	?	-17.0%	10.3%	-6.7%
COc1ccc(C(=O)Nc2cc(C(C)C)c(O)c(S(=O)(=O)c3ccc(Cl)cc3)c2C)cc1
→ .	3.6	.	.	.	82.3%[activator]	-17.2%
O=C(N1CCCC1)N1CCCC(c2nnc3n2CCNC3)C1 (stereo not given)
→ -7.8%	7.4	i	2.8%	.	-11.5%	-12.7%
CCOC(=O)CCNC(=O)N1CCc2c(nc3cc(-c4ccccc4)[nH]n3c2=O)C1
→ i	15.9	-4.4%	4.3%	?	4.8%	1.2%
O=C(NCc1cccs1)c1ccc2nnc(Cc3ccc(Cl)cc3)n2c1
→ -6.3%	-20.3	44.7µM*	?	.	10.6%	-9.1%

# Molecules above with fluorine, in the order listed:
# Value order – GPT2 inh	IP6K1 inhibitor	HEK cytotox	3T3 cytotox	Luciferase inh	SNCA expr inhib	SNCA viab count
COc1ccc(-c2noc(CCC(=O)Nc3ccc(C(F)(F)F)cc3)n2)cc1
→ .	5.8	.	.	.	16.7%	-6.5%
CCc1nc2c(c(-c3ccc(Cl)cc3)n1)CN(C(=O)c1ccccc1F)CC2
→ ?	21.2	-35.8%	?	-6.8%	35.0%[activator]	7.5%
CN(Cc1cccc(C(F)(F)F)c1)C(=O)c1ccccc1
→ i	4.2	?	?	?	110.6%[activator][87.6 µM]	4.1%[87.6 µM]
Cc1nc2nc(SCC(=O)NCCc3ccccc3)nn2c(C)c1Cc1c(F)cccc1Cl
→ .	8.8	.	.	.	7.3%	-1.4%
O=C(NCC1CN(C(=O)Cc2cccc(OC(F)(F)F)c2)CC12CN(c1ccccc1)C2)Nc1ccccc1 (stereo not given)
→ -0.4%	2.9	?	?	-3.6%	?	?
O=C(NCc1ccccc1)c1ccccc1OC1CN(Cc2cccc(F)c2)C1
→ i	14.4	28.2µM*	?	2.3%	?	?

# (list continues)
# Value order – GPT2 inh	IP6K1 inhibitor	HEK cytotox	3T3 cytotox	Luciferase inh	SNCA expr inhib	SNCA viab count
CCCn1cc(S(=O)(=O)c2ccc(C)c(C)c2)c(=O)c2cc(F)c(N3CCCCC3)cc21
→ .	-1.7	.	.	.	2.9%	0.1%
COc1cccc(C(=O)N2C[C@@H](COc3ccccc3)[C@H](C(N)=O)C2)c1
→ 1.0%	11.3	i	-28.2%	2.0%	26.9%	7.9%
COc1ccc(C(=O)N2CCC(c3ccncc3)CC2)cc1OC
→ .	-1.0	.	.	.	1.2%	-13.7%
COc1ccc(CCNC(=O)c2cc3c(-c4ccccc4F)nn(C)c3s2)c(OC)c1
→ .	5.4	.	.	.	-8.5%	-17.3%
CCN(c1ccccc1)c1ncnc2c1cnn2-c1ccc(OC)cc1
→ .	8.0	.	.	.	85.3%[activator]	-25.8%
Cc1nn(Cc2noc(C(=O)NC(C)c3ccccc3)n2)c(C)c1Br (stereo not given)
→ .	27.8	.	.	.	35.2%[activator]	12.9%
Cc1ccc(NC(=O)N2CCC(CCNC(=O)CCC3CCCC3)CC2)cc1F
→ i	5.9	2.1%	i	-20.7%	7.4%	0.4%
CC(C)n1nc(OC(C)(C)C(=O)NCc2cnccn2)c2cc(CN3CCOCC3)ccc21
→ -4.0%	6.7	3.0%	?	0.0%	5.2%	3.6%
COc1ccccc1-c1cccc(C(=O)N2CCN(C(=O)Nc3ccc(Cl)cc3)CC2)c1
→ -1.9%	1.0	?	?	.	6.6%	0.8%[12.5 µM]
CCC(C)NC(=O)CN1C(=O)C(c2ccccc2)=NC1(C)C (stereo not given)
→ 1.7%	26.8	-1.2%	i	7.1%	-18.7%	8.4%[12.5 µM]
O=[S+]1([O-])NCC2(CCN(Cc3ccsc3)CC2)Nc2ccccc21
→ i	29.8	-1.3%	-14.2%	4.2%	-2.0%	-3.4%
COc1ccc(CNC(=O)C2CCCN2Cc2ccc(-c3cncnc3)cc2)cc1 (stereo not given)
→ -8.6%	-5.1	?	-27.0%	.	?	-2.7%
COc1ccc(CNC(=O)c2cc3c(=O)n(Cc4cccnc4)ccc3nc2C)cc1
→ .	1.8	.	.	.	-7.2%	-12.8%
Cc1ccc(C2Cn3nnc(C(=O)N4CCC(C(=O)NC5CCCC5)CC4)c3CO2)cc1 (stereo not given)
→ i	-6.7	6.3%	i	11.2µM*	?	?
COc1cccc(C(=O)NCCc2csc(-c3cccc(F)c3)n2)c1OC
→ .	4.9	.	.	.	-5.9%	-1.9%
Cc1cccc(N2CCN(C(=O)CCn3c(=O)c4cccn4c4cccnc43)CC2)c1C
→ .	-4.6	.	.	.	-9.9%	-3.7%
COc1ccc(CNC(=O)[C@@H]2CCC[C@@H](NC3CCC3)CN(C)C(=O)C2)cc1
→ 4.3%[88.5 µM]	-0.8	i	i	-7.5%[172 µM]	14.2%[87.6 µM]	-0.9%[87.6 µM]
CC(C)NC(=O)N1CCC2(CC1)CN(C(=O)Cc1cccc(O)c1)Cc1ccccc1O2
→ i	38.0	-22.4%	?	.	19.0%	-1.2%
CCOC(=O)c1cc(S(=O)(=O)Nc2ccc(OC)c(Cl)c2)[nH]n1
→ .	19.5	.	.	.	16.5%	-10.3%
O=C(N1CCN(S(=O)(=O)c2ccc3c(c2)CCC3)CC1)N1CC2CC(C1)[C@H]1CCCC(=O)N1C2 (stereo not given in full)
→ ?	5.9	-16.3%	?	0.0%	-18.3%	2.0%

# 6 entries picked at random from the list so far:
# Value order – GPT2 inh	IP6K1 inhibitor	HEK cytotox	3T3 cytotox	Luciferase inh	SNCA expr inhib	SNCA viab count
COc1cccc(C(=O)NCCc2csc(-c3cccc(F)c3)n2)c1OC
→ .	4.9	.	.	.	-5.9%	-1.9%
COc1ccc(CNC(=O)[C@@H]2CCC[C@@H](NC3CCC3)CN(C)C(=O)C2)cc1
→ 4.3%[88.5 µM]	-0.8	i	i	-7.5%[172 µM]	14.2%[87.6 µM]	-0.9%[87.6 µM]
O=C(N1CCN(S(=O)(=O)c2ccc3c(c2)CCC3)CC1)N1CC2CC(C1)[C@H]1CCCC(=O)N1C2 (stereo not given in full)
→ ?	5.9	-16.3%	?	0.0%	-18.3%	2.0%
COc1ccc(CNC(=O)c2cc3c(=O)n(Cc4cccnc4)ccc3nc2C)cc1
→ .	1.8	.	.	.	-7.2%	-12.8%
Cc1cccc(N2CCN(C(=O)CCn3c(=O)c4cccn4c4cccnc43)CC2)c1C
→ .	-4.6	.	.	.	-9.9%	-3.7%
O=[S+]1([O-])NCC2(CCN(Cc3ccsc3)CC2)Nc2ccccc21
→ i	29.8	-1.3%	-14.2%	4.2%	-2.0%	-3.4%

# Later entries
# Value order – GPT2 inh	IP6K1 inhibitor	HEK cytotox	3T3 cytotox	Luciferase inh	SNCA expr inhib	SNCA viab count
CNC(=O)c1cc(-c2ccccc2OC)cc2c1OCCN2Cc1cccnc1
→ -3.8%[88.5 µM]	-18.9	?	-20.9%[138 µM]	-10.2%[172 µM]	1.4%[87.6 µM]	-17.4%[87.6 µM]
CCCc1nc(C2CC(=O)N(C3CCCCC3)C2)no1 (stereo not given)
→ 0.5%	-2.6	1.4%	-5.7%	3.6%	?	-0.6%
COc1ccc(C(=O)N2CCCCCCNC(=O)[C@@H]3C[C@@H](c4nc(C(C)C)no4)C[C@@H]32)cc1
→ ?	0.5	-15.7%	?	-21.2%	?	-7.5%
COc1ccc(C(=O)N2CCC3(CC2)N=C(c2ccc(Cl)cc2)NO3)cc1OC
→ i	-16.5	?	-28.6%	9.3%	?	1.0%
Cc1noc(C)c1-c1cc2c(c(-c3ccccc3)c1)C(=O)N(C)C2
→ i	27.9	39.8µM*	?	-4.1%[172 µM]	-1.8%[87.6 µM]	-12.6%[87.6 µM]
COc1cccc(CN2C(=O)OC3(CCN(C(=O)c4ccn(C)n4)CC3)C2(C)c2cccnc2)c1 (stereo not given)
→ 4.4%	-3.5	-21.2%	35.5µM*	-17.2%	35.9%[activator]	3.0%
O=c1c2sc3ccccc3c2n(Cc2ccc(Cl)cc2)c(=O)n1Cc1ccco1
→ .	-1.0	.	.	.	8.9%	2.8%
O=C(c1ncccn1)N1CCc2c(n(CCOc3ccccc3)n(-c3ccccc3)c2=O)C1
→ 3.7%	22.3	-13.4%	?	-4.4%	-20.0%	14.0%
